Screening data from PubChem.
SENP1 inh – human SENP1 catalytic domain inhibitors, primary screen, biochemical, FRET, uHTS. 360,000 compounds, 0.21% hits. AID 624204, 2012. inhibition, % at 10 µM. recombinant SENP1 catalytic domain, CyPet-SUMO1-YPet FRET cleavage;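 active means inhibition at least 30% at 10 µM, raw YFP signal under a set limit, fluorescence ratio 0.5 to 1.5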;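 further: 0% = enzyme with DMSO and 100% = no enzyme wells; some results filed as inactive read as strong as hits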
Target sequence (Q9P0U3 419-644 limits assumed): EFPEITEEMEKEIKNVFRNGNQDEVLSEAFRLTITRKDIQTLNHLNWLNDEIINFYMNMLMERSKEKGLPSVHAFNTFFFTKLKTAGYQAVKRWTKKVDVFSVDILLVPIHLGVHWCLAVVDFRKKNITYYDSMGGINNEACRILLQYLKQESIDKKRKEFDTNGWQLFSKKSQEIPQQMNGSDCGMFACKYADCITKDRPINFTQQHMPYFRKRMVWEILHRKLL
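Test system: human SENP1 catalytic domain; medium: Tris pH 8 buffer plus EDTA, NaCl, BME, BSA, NP40, catalase; incubation: 50 min reaction at room temperature; technique: FRET, CFP and YFP emission; controls: no-enzyme low control and enzyme-plus-DMSO high control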
Active calls of the source: *. This is a subset. The share of hits here may be higher or lower than overall.

SMILES	SENP1 inh
CCOC(=O)c1cc2c(c(-c3cccc(C#Cc4ccc(OC)c(OC)c4)c3)n1)[C@@H](CCO)N(S(=O)C(C)(C)C)C2 (stereo not given in full)	-3
COc1ccc(-c2cc(CNc3nc(NC(C)C)nc4cc(-c5ccccc5)sc34)on2)cc1	-9
CCCCNC(=O)c1nc(C2CCN(S(=O)(=O)c3csc(C(=O)O)c3)CC2)oc1-c1ccccc1	0
CC(C)[C@@H](C(=O)OCC(=O)c1ccc2c(c1)NC(=O)CO2)N1C(=O)c2ccccc2C1=O	0
Cc1cccc(COC[C@H](Cc2ccccc2)N2CCN(C(=O)c3cc(Cl)cc(Cl)c3)CCC2=O)c1	-1
CCCc1nc2cc(C)c(Br)c(C)n2c1Cc1ccc(OC)cc1C	0
CC(O)(c1cccnc1)c1nc(/C=C/c2ccccc2)cs1 (stereo not given)	0
CC(C)C[C@H]1CNC(=S)N1CC1CCCN1C[C@H](CC(C)C)N1C[C@H](Cc2ccc(O)cc2)N(CC2CCCCC2)C1=S (stereo not given in full)	0
Cc1cccnc1NS(=O)(=O)c1ccccc1	3
CC1CC(O)C(C)CN1 (stereo not given)	1
Cc1ccc([C@H]2C[C@@H](n3cc(C4CC4)nn3)[C@H](O)CN2CC2CCCCC2)cc1	-1
Cc1cc(Cl)ccc1C(O)c1ncc(-c2cccc3ccccc23)[nH]1 (stereo not given)	0
Cc1ccc([C@H]2C[C@H](n3cc(COC(=O)c4ccccc4)nn3)[C@@H](O)CN2C(=O)c2cccs2)cc1	0
COc1cc(/C=C2\SC(=O)N(Cc3ccc(Cl)cc3)C2=O)cc([N+](=O)[O-])c1O	5
CN(C(=O)COC(=O)Cc1ccc(Br)cc1)c1c(N)n(Cc2ccccc2)c(=O)[nH]c1=O	-1
Cc1cc2[nH]c3c4ccccc4nc(C)c3c2cc1C	-31
Cc1ccccc1-c1nc(S(=O)(=O)c2ccccc2)c(NCCN2CCOCC2)o1	1
CCOc1ccc(C2C(C#N)=C(N)Oc3cc(C)n(CCN4CCOCC4)c(=O)c32)cc1OCC (stereo not given)	2
CN(CCc1ccccc1)C(=O)CC1C(=O)NCCN1Cc1ccccn1 (stereo not given)	-16
COc1ccc(CNC(=O)O[C@]23C[C@H]4C(=O)N(c5ccccc5)C(=O)[C@H]4C[C@@]2(O)CN(S(=O)(=O)c2ccc(C)cc2)C3)cc1OC	2
C[C@H](CO)N1C[C@H](C)[C@H](CN(C)C(=O)c2ccncc2)OCc2cnnn2CCCC1=O	2
CCOC(=O)C1(C)CCN1C(=O)c1cc(F)ccc1C (stereo not given)	-1
COc1cc(/C=C/C(=O)c2ccc(NS(=O)(=O)c3ccc(C)cc3)cc2)cc(OC)c1O	-16
CCCNC(=O)C1(C)CCN1C(=O)Cc1ccc(-c2ccccc2)cc1 (stereo not given)	-2
c1ccc2c(CCc3ccncc3)cccc2c1	4
CCOC(=O)C(=Cc1cc(=O)c(OC)co1)C(=O)OCC	-1
CS(=O)(=O)c1ccc(Nc2nc(C(N)Cc3ccccc3)cs2)cc1 (stereo not given)	0
CCn1c(O)c(N=NC(=O)CNC(=O)c2ccccc2F)c2ccccc21	2
COCC(=O)N1C[C@H]2CON(C)[C@H]2C[C@H]1c1ccc(N2CCCCC2)cc1	1
O=[N+]([O-])c1ccc(Cc2ccc([N+](=O)[O-])cc2)cc1	1
CCc1nc2ccc(C(=O)N(CC)CCN(C)C)cn2c1N(CC)C(=O)NCCc1ccccc1	2
OC(c1cc(F)cc(Cl)c1)c1ncc(-c2ccc3ccccc3c2)[nH]1 (stereo not given)	1
CCOC1=C2[C@@H](CN(S(=O)(=O)c3ccc(C)cc3)[C@H]2c2ccccc2F)[C@H]2C(=O)N(c3ccccc3)C(=O)[C@H]2C1	3
CCOC(=O)C1=CCN(S(=O)(=O)c2cccc(Cl)c2)C1c1ccc(Br)cc1 (stereo not given)	0
OC(c1ccc(F)c(F)c1)c1ncc(-c2ccc(F)cc2)[nH]1 (stereo not given)	1
CC(C)C[C@H]1CN([C@@H](CC(C)C)CN2CCCC2CN2C(=S)NC[C@@H]2Cc2ccc(O)cc2)C(=S)N1CC1CCCCCC1 (stereo not given in full)	2
CCCCCCN1C[C@H](O)[C@@H](n2cc(-c3ccc(F)cc3)nn2)C[C@@H]1c1ccc(Cl)cc1	-5
CCCCNC(=O)C1(C)CCN1C(=O)c1cccc(OC(C)=O)c1C (stereo not given)	0
O=C([C@H]1O[C@@H](n2ccc(=O)[nH]c2=O)[C@H](O)[C@@H]1O)N1CCN(c2ccc(Cl)cn2)CC1	0
Cc1ccc2nc(C(Cl)(Cl)Cl)nc(N/N=C/c3ccc([N+](=O)[O-])cc3)c2c1	-49
CCOC(=O)N1CCN(S(=O)(=O)c2ccc(C(=O)Nc3ccc(F)cc3F)cc2)CC1	3
CN(C)c1ccc(CNC(=O)/C=C/[C@H]2O[C@@H](n3cnc4c(NC(=O)c5ccccc5)ncnc43)[C@H](O)[C@@H]2O)cc1	0
CCOC(=O)[C@]12CCCC=C1N(Cc1ccco1)C(=O)[C@H](CC(=O)N1CCCC1)C2	3
CC1(C(=O)NCc2cccc3ccccc23)CCN1Cc1ccc2ccccc2c1 (stereo not given)	1
CC(C)(C)OC(=O)N1CCCC(C(=O)Nc2cccc(C(=O)NCCCc3ccccc3)c2)C1 (stereo not given)	1
C[C@H](CO)N1C[C@H](C)[C@@H](CN(C)Cc2ccc3c(c2)OCO3)Oc2cc(Br)ccc2S1(=O)=O	0
COc1ccc(NC(=O)C2c3ccccc3OCC(=O)N2Cc2cccnc2)cc1 (stereo not given)	-1
CN(C)CCCNC(=O)c1cccc(-c2cnc3cccnn23)c1	-11
CN(Cc1ccc(Cl)c(Cl)c1)C(C(=O)NCc1ccccc1)c1ccco1 (stereo not given)	-16
Cc1nc(NC2=NCN(Cc3cccnc3)CN2)nc2ccccc12	1
Cc1nc2c3c4c(sc3n3c(SCC(=O)NCc5ccco5)nnc3n2n1)COC(C)(C)C4	1
COc1cc(NC(=O)c2ccc(-c3c(C)noc3C)c3ccoc23)cc(OC)c1OC	0
Cc1ccc(NC(=O)CNC2CCS(=O)(=O)C2)cc1C (stereo not given)	3
NC(=O)NN=C1CCC(OCc2ccccc2)CC1CC(=O)O (stereo not given)	3
O=C1C(Cl)=C(O)C2(Cl)C(Cl)=C(Cl)C12Cl (stereo not given)	2
CCc1nc2ccc(C(=O)NCCCN3CCCC3=O)cn2c1N(CC)C(=O)NCCc1ccccc1	3
CC(C)n1[nH]c2ccccc2c1=O	3
CCN(CC)C(=O)C1=C(C)N(Cc2ccc(C(C)(C)C)cc2)C(=O)C(CC(=O)NCc2ccco2)C1 (stereo not given)	0
C=CCn1c2ccccc2c2nnc(SCCCn3c(=O)[nH]c4ccccc43)nc21	4
COc1cc(C2c3cc4c(cc3OC(NCCc3ccccc3)C2C)OCO4)cc(OC)c1OC (stereo not given)	3
Further entries
SMILES	SENP1 inh
COCCCNC1=C(C#N)C(=O)NC(c2cccs2)S1 (stereo not given)	-1
CC1CC(C)CN(C(C(=O)NC2CCCCC2)c2ccnc3ccccc23)C1 (stereo not given)	1
O=C(COc1ccc2ccccc2c1)Nc1ccc(Br)cc1C(=O)O	2
O=C(NC1CCCCC1)C(C1CC1)n1c(=O)c(-c2cc3ccccc3[nH]2)nc2ccccc21 (stereo not given)	-18
O=C(Cc1ccc(NC(=O)C2CCCN(C(=O)C3CC3)C2)cc1)Nc1cccc(C(=O)N2CCCCC2)c1 (stereo not given)	2
CCN1CCC[C@H]1CNCCCn1cnc2c(SC)ncnc21	-7
CN(C)c1ccc(C=c2c3cc(O)ccc3n3c2cc(-c2ccccc2)[n+]3C)cc1	-28
COC(=O)C[C@H]1C=C[C@H](NC(=O)Nc2ccccc2F)[C@@H](CO)O1	1
Cc1ccc(NC(=O)Cn2c(O)c(N=NC(=O)c3cc4ccccc4cc3O)c3ccccc32)cc1	7
COc1ccc(-c2cc(=O)c3ccc(O)cc3o2)cc1OC	-4
O=C(c1cc2ccccc2o1)N1CCN(Cc2nc3ccccc3s2)CC1	1
CC1=C(C(=O)N(C(C)C)C(C)C)CC(CC(=O)NCc2ccco2)C(=O)N1Cc1ccc(C(C)(C)C)cc1 (stereo not given)	1
O=C(OCn1nnc2ccccc2c1=O)c1ccc2ccccc2n1	1
Cc1c(C(=O)N/N=C/c2ccc(O)c(Br)c2)sc(N)c1C#N	-35
CC(C)=C(c1ccc(Cl)cc1)c1c(N)ncnc1N	1
C#CCN(C[C@@H]1[C@@H](OC(=O)NCc2ccccc2F)[C@@H](OC(=O)NCc2ccccc2F)Cn2c(=O)n(CCCCCC)c(=O)n21)S(=O)(=O)c1ccc(C)cc1	2
CCNC(=O)C1(C)CCN(C(=O)c2ccc(F)cc2Cl)C1 (stereo not given)	2
CCOc1ccc(C(=O)N[C@H](C(=O)N2CCN(c3ncccn3)CC2)C(C)C)cc1	0
CCCNC(=O)C1(C)CCCN(C(=O)c2cccc(OC(C)=O)c2C)C1 (stereo not given)	1
COCCNc1nc(Nc2ccccc2Cl)c2sc(-c3ccccc3)cc2n1	-13
CCCCN1C(=O)C(CC(=O)NCc2cccs2)CC(C(=O)N2CCCCCC2)=C1C (stereo not given)	0
CCOc1ncccc1C(=O)NC(C)CCc1ccccc1 (stereo not given)	3
O=C(OCC(=O)N1CCN(c2ccccc2)CC1)c1cc(F)c(F)cc1Cl	2
Cc1ccc(S(=O)(=O)N2C[C@]3(O)C[C@@H]4C(=O)N(c5ccccc5)C(=O)[C@@H]4C[C@]3(OC(=O)NC3CC3)C2)cc1	0
CC(=O)c1cccc(-c2ccnc3c2CC(C(=O)NCC2CC2)O3)c1 (stereo not given)	0
O=C1Nc2cc(C(=O)NCCN3CCCCCC3)ccc2S/C1=C/c1ccccc1F	-23
O=C1Nc2ccccc2CN2C(=O)c3cc(Cl)ccc3NC(=O)C12 (stereo not given)	2
Cc1cc(C)c2oc(=O)cc(CN3CCN(Cc4ccc5c(c4)OCO5)CC3)c2c1	0
O=C(CNC(=O)c1cc(=O)[nH]c2ccc(S(=O)(=O)N3CCOCC3)cc12)Nc1ccc(F)c(F)c1	-17
Cc1ccccc1N1CCN(C2CCCN(C(=O)CSc3ccccn3)C2)CC1 (stereo not given)	-33
CCN(CC)C(=O)C1=C(C)N(Cc2ccc(F)cc2)C(=O)C(CC(=O)NC(c2ccccc2)c2ccccc2)C1 (stereo not given)	-1
COc1ccc(/C=C/C(=O)OCC(=O)c2cc(C)ccc2C)cc1	0
CC1(C(=O)NS(=O)(=O)C2CC2)CCCN(C(=O)COc2ccccc2)C1 (stereo not given)	0
CNc1ccc(/C=C\CCCO)cn1	-2
COc1ccc(C2=Nc3ccccc3N(C(=O)c3ccc(C)cc3)C2C(=O)NCc2ccccc2)cc1 (stereo not given)	-4
CC(C)(C)NC(=O)C(c1ccccc1)n1c(=O)c(-c2ccco2)nc2ccccc21 (stereo not given)	-48

An excerpt from above in order of number of heavy atoms, descending.
SMILES	SENP1 inh
CCN(CC)C(=O)C1=C(C)N(Cc2ccc(F)cc2)C(=O)C(CC(=O)NC(c2ccccc2)c2ccccc2)C1 (stereo not given)	-1
Cc1ccccc1N1CCN(C2CCCN(C(=O)CSc3ccccn3)C2)CC1 (stereo not given)	-33
CC1(C(=O)NS(=O)(=O)C2CC2)CCCN(C(=O)COc2ccccc2)C1 (stereo not given)	0

Carrying on:
SMILES	SENP1 inh
CC(C)N1CCC1(C)C(=O)Nc1cc(-c2ccccc2)nn1C (stereo not given)	1
C[C@H](CO)N1C[C@H](C)[C@H](CN(C)S(=O)(=O)c2ccc(C#N)cc2)OCc2cnnn2CCCC1=O	1
COc1ccc(-c2oc3c(c2C#CC(C)(C)O)C(OC)CCC3)cc1 (stereo not given)	-8
O=c1[nH]cnc(O)c1C1C=CC=CC=C1	-2
C/C(CC(=O)NC1CCCC1)=N\NC(=O)C1CCCCC1	1
O=C(NCc1cccnc1)c1cc(C2CCCN(C(=O)c3cccc(O)c3)C2)on1 (stereo not given)	0
COc1cccc(CCOC(=O)c2c(-c3ccsc3)oc3c2C(OC(C)=O)CCC3)c1 (stereo not given)	2
Cc1nc(SCC(=O)Nc2sccc2C(N)=O)c2c(C)c(C)sc2n1	-4
CCn1c(SCC(=O)N2CCN(c3ccc(F)cc3)CC2)nnc1-c1ccncc1	-1
Cc1cc(-c2sccc2Br)nc(-n2cccc2)n1	-81
O=C(c1ccco1)[C@@H]1[C@@H]2C(=O)N(c3ccc(Br)cc3)C(=O)[C@@H]2C2c3ccccc3C=CN21 (stereo not given in full)	-26
O=c1[nH]c2cc([N+](=O)[O-])ccc2c2ccccc12	8
COCCNc1ncnc2c1ncn2[C@H]1CN(Cc2ccccc2)C[C@@H](CO)O1	0

Gathered by group, the entries above containing an NH in an aromatic ring.
SMILES	SENP1 inh
Cc1cc(Cl)ccc1C(O)c1ncc(-c2cccc3ccccc23)[nH]1 (stereo not given)	0
CN(C(=O)COC(=O)Cc1ccc(Br)cc1)c1c(N)n(Cc2ccccc2)c(=O)[nH]c1=O	-1
Cc1cc2[nH]c3c4ccccc4nc(C)c3c2cc1C	-31
OC(c1cc(F)cc(Cl)c1)c1ncc(-c2ccc3ccccc3c2)[nH]1 (stereo not given)	1
OC(c1ccc(F)c(F)c1)c1ncc(-c2ccc(F)cc2)[nH]1 (stereo not given)	1
O=C([C@H]1O[C@@H](n2ccc(=O)[nH]c2=O)[C@H](O)[C@@H]1O)N1CCN(c2ccc(Cl)cn2)CC1	0
CC(C)n1[nH]c2ccccc2c1=O	3
C=CCn1c2ccccc2c2nnc(SCCCn3c(=O)[nH]c4ccccc43)nc21	4
O=C(NC1CCCCC1)C(C1CC1)n1c(=O)c(-c2cc3ccccc3[nH]2)nc2ccccc21 (stereo not given)	-18
O=C(CNC(=O)c1cc(=O)[nH]c2ccc(S(=O)(=O)N3CCOCC3)cc12)Nc1ccc(F)c(F)c1	-17
O=c1[nH]cnc(O)c1C1C=CC=CC=C1	-2
O=c1[nH]c2cc([N+](=O)[O-])ccc2c2ccccc12	8
